Screens from PubChem.
FLuc act counter: affects firefly luciferase, flagging false hits in luciferase stimulation screens; P08659; ATPlite luciferase biochemical, luminescence, 10 min; 0 = ATP-free wells, 1 = DMSO control; activation factor at 10 µM; 200,000 tested, under 10 active;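 active = luciferase activation factor, scaled between plate controls, of at least 2 with compound at 10 µM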
Target sequence (P08659 whole entry, looked up): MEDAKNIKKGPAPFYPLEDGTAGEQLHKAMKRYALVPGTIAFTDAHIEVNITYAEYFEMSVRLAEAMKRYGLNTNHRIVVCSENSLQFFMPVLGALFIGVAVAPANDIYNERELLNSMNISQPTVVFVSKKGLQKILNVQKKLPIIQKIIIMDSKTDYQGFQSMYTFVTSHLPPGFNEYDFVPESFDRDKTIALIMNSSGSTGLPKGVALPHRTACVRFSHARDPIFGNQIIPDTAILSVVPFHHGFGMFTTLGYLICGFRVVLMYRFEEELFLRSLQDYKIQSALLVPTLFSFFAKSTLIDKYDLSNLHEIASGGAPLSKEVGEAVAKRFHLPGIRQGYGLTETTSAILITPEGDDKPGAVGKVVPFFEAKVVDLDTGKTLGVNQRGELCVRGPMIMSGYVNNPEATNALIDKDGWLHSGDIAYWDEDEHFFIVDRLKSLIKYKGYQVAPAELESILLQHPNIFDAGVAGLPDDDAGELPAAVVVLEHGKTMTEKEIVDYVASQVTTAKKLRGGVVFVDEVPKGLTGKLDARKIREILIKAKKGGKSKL
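test system = cell-free luciferase reagent | medium = PBS as buffer for the ATP substrate | dosing = test compounds dosed from 2 mM stocks in 100% DMSO | incubation = 10 min at ambient temperature | detection = luminescence measurement of luciferase light output | benchmarks = low control with PBS replacing ATP, high control enzyme plus ATP without compound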
APP transl inh: APP translation inhibition; SH-SY5Y APP 5'UTR-luciferase reporter, luminescence; inhibition, % at 2 µM; 190,000 tested, 0.82% active; AID 1285;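 active = inhibition above a set limit, derived from the sample mean plus 3 SD, cut at about 45% in these data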; note: values of inactives mirror those of a sister screen read the other way
HMGR II inh: blocks class II HMG-CoA reductase of Enterococcus faecalis; 190,000 tested, 0.41% active; purified E. faecalis HMGR, NADPH absorbance 340 nm kinetic; inhibition, % at 10 µM; AID 1066;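 active = inhibition above a set limit, the median over all tested compounds plus 3 SD, cut at about 9.5% in these data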;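 note: enzyme runs in reverse so mevalonate oxidation gives rising NADPH absorbance; 0% = complete reaction with DMSO and 100% = background rate lacking mevalonate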
G6PDH CS: counter-screen for G6PDH assay hits: L. mesenteroides G6PDH inhibition. 200,000 tested, 0.12% active. Purified L. mesenteroides G6PDH, diaphorase/resazurin coupled fluorescence, 45 min. AID 1020. inhibition, % at 5 µM; in the data active = inhibition above about 50%
STAT1 activator: STAT1 signaling activation | NIH 3T3 STAT1-luciferase reporter, IFN-gamma, luminescence; 100% = IFN-gamma alone, no compound | 200,000 tested, 2.6% active | activation (% of control), % at 5.5 µM;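 active = activation above the screen-wide mean activation plus 3 SD, cut at about 130% in these data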;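 note: raw ratio to IFN-gamma control signal so 100% means no change and 0% no light; values of inactives mirror those of a sister screen read the other way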
NF-kB neuron act: NF-kB expression increase, human neuronal cells. NF-kB reporter expression; hits give high values. AID 1239. fold change at 12.5 µM. 190,000 tested, 1.6% active; in the data active = fold change above about 3.3
Hsp70 act: Hsp70 transcriptional activation, primary screen | HeLa Hsp70 promoter luciferase reporter, luminescence; scaled: vehicle 0, proteasome-inhibitor control 100% | activation, % at 10 µM | 200,000 tested, 0.04% active;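 active = activation above the mean across all tested compounds plus 3 SD, cutoff set per campaign, cut at about 5.5% in these data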;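 note: 100% = MG132 at 30 µM as the positive control and 0% = DMSO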
Redox H2O2 prof: compounds producing H2O2 with reducing agent – biochemical, NIH compound library profiling, artefact control for MLSCN library redox annotation, primary screen | DTT-dependent redox cycling H2O2, phenol red/HRP absorbance; 100% = 100 µM peroxide control, 0% = buffer | activation, % at 10 µM | 200,000 tested, 0.03% active;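 active = activation of at least 50% relative to the plate's high and low controls in the primary single-dose screen; inactive = activation below 50%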;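 note: compound incubated with DTT at 0.8 mM final as the reducing agent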
APP 5'UTR act: activates APP 5'UTR luciferase reporter; 190,000 tested, 1% active; SH-SY5Y APP 5'UTR luciferase reporter, luminescence; zero percent = DMSO vehicle wells; activation, % at 2 µM;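 active = activation above a set limit, based on mean plus 3 SD of controls, cut at about 140% in these data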; note: values of inactives mirror those of a sister screen read the other way
FLuc inhib CS: counter-screen for luciferase assay inhibitors: firefly luciferase inhibition. P08659. inhibition, % at 10 µM. ATPLite firefly luciferase biochemical luminescence, 10 min. 200,000 tested, 1.5% active;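 active = inhibition above about 50% when tested at 10 µM, limit read from the data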
The depositor's hits bear a star; . = not tested or not shown.

SMILES	FLuc act counter	APP transl inh	HMGR II inh	G6PDH CS	STAT1 activator	NF-kB neuron act	Hsp70 act	Redox H2O2 prof	APP 5'UTR act	FLuc inhib CS
Cc1ccc(-c2cc(C(=O)Nc3cc(C)ccc3C)[nH]n2)c(O)c1	1	1	-5	0	93	1.2	0.1	3.1	-1	2
COc1ccc(/C=N/N2CCOCC2)cc1O	0.9	-16	-4	3	97	1.5	0.4	0.0	16	10
CCOC(=O)c1cnn(-c2ccccc2)c1NC(=O)c1ccccc1C	1	4	-6	20	105	0.99	-0.2	0.3	-4	-1
O=C(O)CCCCCNc1ncnc2ccc(Br)cc12	1	-3	0	7	104	1.2	-0.1	0.2	3	-3
C=CCNC(=O)c1cc2c(C(F)(F)F)nn(C)c2s1	1	6	-1	8	97	1.1	0.2	3.0	-6	-1
Cc1ccc(NC(=O)COc2ccc(-n3ccnc3)cc2)cc1Cl	1.1	-4	-2	-4	112	0.89	-0.6	-7.6	4	-8
CCn1c(COc2ccc(C)cc2)nnc1SCC(=O)Nc1cc(OC)ccc1OC	1.1	0	-9	9	102	0.92	-0.1	1.2	-1	-9
S=C(NCc1cccnc1)NCc1cccnc1	1.1	3	-2	-4	102	1	-0.1	-0.4	-3	-6
CC(=O)NC(Cc1ccc(F)cc1)C(=O)N1CCN(C(=O)NCc2ccccc2)CC1 (centres undefined)	1.1	3	-5	4	101	1.2	-0.1	-0.4	-3	-10
CC(C)[C@H](NC(=O)NC1CCCC1)C(=O)O	1.1	-1	-3	1	98	1.1	-0.1	2.1	1	-11
O=C(Oc1cccc([N+](=O)[O-])c1)c1cc(-c2ccccc2)nc2ccccc12	1.1	10	-4	8	94	0.9	-0.4	-11	-10	-6
O=C(NCCCN1CCCC1=O)c1ccc(OC(F)(F)F)cc1	1	-1	1	-3	108	1.2	0.2	0.1	1	-4
Oc1c(C(Nc2cccc(C(F)(F)F)c2)c2ccncc2)ccc2cccnc12 (centres undefined)	1.1	14	1	3	101	0.86	-0.3	-1.8	-14	-5
Cc1cc(N(C(=O)c2ccco2)C(C(=O)NC2CCCCC2)c2ccccc2)ccc1-n1cnnn1 (centres undefined)	1	-9	0	3	103	1.1	-0.1	2.1	9	-4
O=C(NCCCN1CCN(c2cccc(Cl)c2)CC1)C1CCC(=O)N1Cc1ccccc1Cl (centres undefined)	1.1	.	-3	0	100	0.71	-0.4	3.9	.	-6

One compound at a time (already shown). Values in the order: FLuc act counter | APP transl inh | HMGR II inh | G6PDH CS | STAT1 activator | NF-kB neuron act | Hsp70 act | Redox H2O2 prof | APP 5'UTR act | FLuc inhib CS
Shown for `O=C(O)CCCCCNc1ncnc2ccc(Br)cc12` = 1 | -3 | 0 | 7 | 104 | 1.2 | -0.1 | 0.2 | 3 | -3
Shown for `Cc1ccc(-c2cc(C(=O)Nc3cc(C)ccc3C)[nH]n2)c(O)c1` = 1 | 1 | -5 | 0 | 93 | 1.2 | 0.1 | 3.1 | -1 | 2
Shown for `O=C(Oc1cccc([N+](=O)[O-])c1)c1cc(-c2ccccc2)nc2ccccc12` = 1.1 | 10 | -4 | 8 | 94 | 0.9 | -0.4 | -11 | -10 | -6

New compounds follow
SMILES	FLuc act counter	APP transl inh	HMGR II inh	G6PDH CS	STAT1 activator	NF-kB neuron act	Hsp70 act	Redox H2O2 prof	APP 5'UTR act	FLuc inhib CS
CCOC(=O)c1c(NC(=S)NC(=O)c2ccc(Cn3cc(Cl)cn3)o2)sc2c1CCCCC2	1.1	4	2	-3	100	1	0.3	-2.8	-4	-5
COc1ccc(/C=N/Nc2ncnc3scc(-c4ccccc4)c23)cc1OC	1	-11	-1	5	96	0.42	-0.5	0.1	11	-2
COc1ccc(C(=O)C2=NN(C(C)=O)CC2c2ccco2)cc1 (centres undefined)	1	-20	-2	1	94	1.3	-0.3	-0.8	20	-4
CCc1ccc(NC(=O)C(=O)N/N=C(\C)CC(=O)NCCOC)cc1	0.9	-17	1	11	110	1.1	0.0	-0.6	17	10
CS(=O)(=O)N(CC(=O)Nc1ccccc1C(=O)N1CCCC1)c1ccc2c(c1)OCO2	1	-4	-3	2	107	0.85	-0.3	-0.7	4	0
CC1CC(=O)C2=C(C1)Nc1nc3ccccc3n1C2c1cccnc1 (centres undefined)	1.1	-2	-5	16	97	1.4	-0.2	0.1	2	-5
Cn1c(CCN2CCCCCC2)nc2cc(NC(=O)Nc3ccccc3)ccc21	0.7	-48	1	-2	122	1.9	0.0	1.7	48	34
COc1nc2ccc(C)cc2cc1-c1noc(-c2ccccc2)n1	1	-7	-2	-2	104	1	-0.3	0.1	7	1
COc1ccc(-c2c(C#N)c(N)nc3c2CCCCCC3)cc1OC	1	0	2	1	102	0.97	-0.4	0.4	0	-2
Cc1c(C(=O)O)c(-c2ccccc2)nn1-c1ccccc1	1.1	8	-5	5	107	1.1	-0.3	0.6	-8	-5
Cc1cc(-c2n[nH]c(=S)n2-c2ccc(F)cc2)nn1C	1	-4	6	6	103	1.3	-0.3	-1.0	4	0
O=C(Cc1ccccc1)Nc1cccc([N+](=O)[O-])c1	1	0	2	11	96	1.2	0.1	-0.7	0	-1
Cc1ccccc1C(=O)Oc1ccc(Br)cc1C(=S)N1CCCC1	1.1	-5	-9	0	94	0.7	-0.5	1.7	5	-9
CNC(=O)c1[nH]cnc1C(=O)Nc1ccccc1C	1	9	2	11	94	1.2	0.0	-0.6	-9	-2
Cc1c(C(=O)O)sc2nc(CSc3nnc(-c4ccc(F)cc4)n3C)[nH]c(=O)c12	1	-11	-4	1	96	.	-0.1	-0.4	11	-2
CCOc1ccc(NC(=O)CSc2nc(C)c3c(c2C#N)CCCC3)cc1	1	-4	-5	-1	106	0.89	0.1	1.9	4	-3
COc1ccc(S(=O)(=O)N(CC(=O)N2CCN(C)CC2)C2CCCCC2)cc1OC	0.9	-6	0	-5	94	0.94	-0.1	0.2	6	5
COc1ccc(-n2c(SCC(=O)Nc3cc(C)on3)nc3ccc(O)cc3c2=O)cc1OC	1	-10	-2	-47	98	0.92	0.1	6.1	9	-4
Oc1ccc(Br)cc1C=Nc1cccn2cc(-c3ccccc3)nc12	0.6	-55	-3	7	106	2	-0.2	-0.6	55	43
O=C(CSc1nc(O)c(Cc2ccccc2)c(=O)[nH]1)Nc1ccccc1	1	-17	-2	-5	109	1	-0.1	2.4	17	-3
CCOC(=O)c1ccc(NC(=S)N(CCN(C)C)Cc2cccs2)cc1	1.1	-18	0	-1	103	0.99	-0.4	-2.4	18	-7
N#Cc1ccc(OCC(=O)N/N=C2\CCc3ccccc32)cc1	1	19	0	-1	100	0.83	0.4	1.6	-19	0
CCOC(=O)c1ccc(-c2ccc(C(=O)Nc3cccnc3)o2)cc1	1	-22	-1	10	132*	0.7	-0.4	-0.1	22	-1
S=C(c1ccc(-c2ccc(Cl)c(Cl)c2)o1)N1CCOCC1	0.8	-134	1	-33	157*	5.3*	-0.1	-1.8	134	20
CCOC(=O)c1c(N2C(=O)CC(Sc3ccccc3C(=O)O)C2=O)sc2c1CCCC2 (centres undefined)	1	-3	0	14	97	0.85	-0.1	-0.3	3	-3
CCOC(=O)Cn1c(=O)oc2cc(S(=O)(=O)N3CCCc4ccccc43)ccc21	1	6	-5	5	98	1.1	-0.1	-0.1	-5	-2
CCN(CC)CC#CCC(O)(c1ccccc1)c1ccccc1	1.1	-11	-7	20	104	1.2	-0.5	0.3	11	-8
O=c1c2ccccc2nc(-c2ccccc2)n1Cc1ccc(Cl)cc1	1.1	3	-8	5	106	1.1	0.3	0.1	-3	-6
O=c1c2ccccc2ncn1-c1cccc(Cl)c1	1.1	2	2	1	108	1.2	0.1	-0.3	-2	-5
CN(Cc1cnccn1)Cc1ccccc1OCC(O)CN1CCc2ccccc2C1 (centres undefined)	1	-12	1	18	97	0.65	0.2	-1.3	12	-5
CCOC(=O)CC(NS(=O)(=O)c1ccc(OC)c(C)c1)c1cccc([N+](=O)[O-])c1 (centres undefined)	1	0	3	12	98	0.91	0.0	0.1	0	-1
COc1ccc(C(C#N)N2CCC(c3ccccc3)=N2)cc1OC (centres undefined)	1	9	-2	5	121	1.3	-0.2	0.8	-9	1
CCN(CC)c1nc2ccccc2nc1-n1nc(C)cc1C	1.1	2	0	6	93	0.98	-0.1	-1.4	-2	-8
Cc1ccc(-c2nnn(CC(=O)N(c3ccccc3F)C(CC(C)C)C(=O)NCC3CCCO3)n2)cc1 (centres undefined)	1.1	7	-5	7	102	0.82	0.2	-0.5	-7	-6
Cc1cc(C(=O)Nc2c(F)c(F)c(F)c(F)c2F)n(-c2ccccc2)n1	1.1	-9	-9	-1	95	0.89	-0.3	-0.4	9	-11
Cc1cc(CN(C)C(=O)c2cc(COc3ccc4ncccc4c3)on2)on1	1	-1	-5	13	80	0.9	0.1	1.1	1	-4
O=C(O)CCNC(=O)c1ccc(NC(=O)Cc2ccc(Cl)cc2)cc1	1.1	-9	7	4	102	1.5	-0.2	-0.2	9	-5
COc1ccccc1-c1nc(SCC(=O)NCC2CCCO2)c2c(=O)n(C)c(=O)n(C)c2n1 (centres undefined)	1	-7	-2	6	101	1.5	0.0	-0.3	7	-2
CCOC(=O)c1c(C)[nH]c(C(=O)OCCOc2ccccc2C)c1C	0.9	-118	-12	-10	159*	3.4*	-0.3	0.1	118	7
CCOC(=O)c1[nH]c2ccc(OCC)cc2c1NC(=O)CN1CCN(c2ccccn2)CC1	1.1	7	-5	7	101	0.57	-0.5	1.3	-7	-6
CN1CCN(c2ccccc2NC(=O)c2sc3ccccc3c2Cl)CC1	1	-10	-1	-3	105	1.1	-0.2	-2.4	10	-4
CCCCc1ccc(NC(=S)N2CCCC(C)C2)cc1 (centres undefined)	0.9	-9	2	-5	94	1.3	0.0	0.0	9	13
Cc1cccc(C)c1NC(=S)N(CCCN1CCOCC1)Cc1cccnc1	1.1	-11	-3	2	105	1.6	-0.2	-0.1	11	-6
Cc1ccc(OCCCC(=O)NCc2ccco2)c(C)c1	1.1	12	-2	6	102	1.4	0.0	-0.5	-12	-6
O=C(c1ccccn1)N1CCN(S(=O)(=O)c2ccccc2)CC1	1.1	-7	-6	4	100	1.1	-0.3	0.4	7	-6
CCOC(=O)CC1=C(C#N)C(c2cccnc2)C(C(=O)OCC)=C(N)O1 (centres undefined)	1.1	5	4	14	98	1.1	0.0	-2.0	-5	-8
CCN(CC)S(=O)(=O)c1ccc(NC(=O)CSc2ncnc3ccccc23)cc1	1	-17	-4	11	99	1	-0.3	1.4	17	-3
COc1ccc(C2C(C(=O)N3CCN(c4ccccn4)CC3)CC(=O)N2c2ccc(OC)cc2)cc1 (centres undefined)	1.1	7	-8	1	97	0.42	0.0	0.6	-7	-5
CC(C)Oc1ccc(CC2CCC(=O)N(C)C2=O)cc1 (centres undefined)	1.1	-8	-2	-11	107	1.3	-0.3	-0.5	9	-7
Cc1ccc(C(=O)CCC(=O)N2CCC(C(N)=O)CC2)cc1	1	-2	4	5	98	1.1	0.2	0.0	2	0
CN1C(CC(=O)Nc2ccc(Br)cc2)c2ccccc2CC1(C)C (centres undefined)	1	2	-11	26	98	1.1	-0.4	-0.3	-2	3
Cn1ncc(N2CCN(C(=O)c3ccc(Cl)cc3)CC2)c(Cl)c1=O	1	18	-6	-2	108	1.1	0.0	0.2	-18	0
